Bioassay records from PubChem BioAssay.
PolyA inh: polyadenylation inhibitors in yeast reporter cells, primary screen, luminescence, S. cerevisiae. 300,000 compounds, 0.02% hits. S. cerevisiae SKY197-pL101 polyadenylation reporter, beta-gal luminescence; efflux-impaired pdr1/pdr3 knockout yeast; score 100 = 6 SD above DMSO. calls only at 12 µM. AID 1875, 2009;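 active = lowest replicate activity score at least 50, where 100 means six control SD above control mean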;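 also: yeast exposed to compound for 9 h at 30 °C; higher score means more reporter readthrough which indicates perturbed polyadenylation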
TRPC4 PAM: positive allosteric modulators of TRPC4, primary screen, cell-based, mouse TRPC4beta, HEK293 mu-opioid, Fluo-4 calcium; B-score at 10 µM; DAMGO EC20, Fluo-4 Ca2+ flux; hits give high values; AID 2227, 2009; Short transient receptor potential channel 4 (Mus musculus), Q9QUQ5; 310,000 compounds, 0.42% hits;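 active = B-score of calcium response area above 5 SD of library B-scores, with initial fluorescence ratio within 5 SD of library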;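 also: B-score of integrated fluorescence ratio over time as area under calcium response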
hERG rescue: hERG rescue from dofetilide block, primary screen, cell-based, CHO-hERG, FluxOR thallium flux, dofetilide IC70; Voltage-gated inwardly rectifying potassium channel KCNH2 (Homo sapiens), Q12809; dofetilide IC70 present; activation (rescue from dofetilide block), less the hit threshold, % at 10 µM; 310,000 compounds, 0.51% hits; AID 1511, 2009;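 active = activation above the mean of controls blocked by dofetilide plus 5 SD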;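 also: thallium influx through hERG after potassium depolarization seen as dye fluorescence rise; in these data hits start at about 4.7%; inactives centre near -7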
Target sequence (Q12809 whole entry, looked up): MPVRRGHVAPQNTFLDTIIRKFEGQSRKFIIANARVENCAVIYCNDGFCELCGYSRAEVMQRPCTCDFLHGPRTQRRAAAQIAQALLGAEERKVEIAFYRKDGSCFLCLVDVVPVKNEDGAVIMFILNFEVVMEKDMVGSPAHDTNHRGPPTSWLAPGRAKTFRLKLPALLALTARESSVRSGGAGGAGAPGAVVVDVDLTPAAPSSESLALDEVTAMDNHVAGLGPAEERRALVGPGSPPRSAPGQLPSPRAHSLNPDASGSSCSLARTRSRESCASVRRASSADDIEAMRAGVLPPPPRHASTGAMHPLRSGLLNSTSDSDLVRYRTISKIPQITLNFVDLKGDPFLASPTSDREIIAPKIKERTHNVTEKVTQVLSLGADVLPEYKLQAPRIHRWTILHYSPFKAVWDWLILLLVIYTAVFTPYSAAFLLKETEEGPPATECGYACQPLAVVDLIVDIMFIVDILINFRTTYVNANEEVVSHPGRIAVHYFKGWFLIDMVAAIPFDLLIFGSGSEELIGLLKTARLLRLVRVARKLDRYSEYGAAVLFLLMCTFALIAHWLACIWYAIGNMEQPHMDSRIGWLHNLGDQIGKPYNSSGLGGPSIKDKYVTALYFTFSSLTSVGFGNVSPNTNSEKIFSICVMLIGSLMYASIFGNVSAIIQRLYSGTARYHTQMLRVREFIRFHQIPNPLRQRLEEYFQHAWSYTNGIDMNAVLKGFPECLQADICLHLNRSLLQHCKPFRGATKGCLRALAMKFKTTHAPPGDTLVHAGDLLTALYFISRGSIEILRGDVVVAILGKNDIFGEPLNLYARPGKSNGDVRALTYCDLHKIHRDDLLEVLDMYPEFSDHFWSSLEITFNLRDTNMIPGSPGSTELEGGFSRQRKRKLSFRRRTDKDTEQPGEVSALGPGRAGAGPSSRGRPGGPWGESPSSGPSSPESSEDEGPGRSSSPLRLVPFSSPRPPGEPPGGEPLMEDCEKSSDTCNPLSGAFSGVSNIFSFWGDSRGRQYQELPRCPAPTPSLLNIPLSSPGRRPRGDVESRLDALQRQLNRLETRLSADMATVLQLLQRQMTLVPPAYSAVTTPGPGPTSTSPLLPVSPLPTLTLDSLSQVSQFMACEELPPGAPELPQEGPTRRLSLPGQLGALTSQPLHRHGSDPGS
KCNK3 block: human KCNK3 channel inhibitors, primary screen, CHO cells, FluxOR thallium flux, B-score; 340,000 compounds, 0.84% hits; B-score at 10 µM; Potassium channel subfamily K member 3 (Homo sapiens), O14649; FluxOR fluorescence; hits give low values;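 active = B-score under library mean minus 4 SD, starting fluorescence ratio at most library mean plus 5 SD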;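 also: more negative B-score means stronger inhibition of thallium flux through KCNK3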
KCNQ1 act: potentiators or activators of KCNQ1 channel, primary screen, cell-based, thallium flux, high-throughput; 310,000 compounds, 0.35% hits; CHO-K1 KCNQ1, thallium flux FluxOR fluorescence; hits give high values; B-score at 10 µM; Potassium voltage-gated channel subfamily KQT member 1 (Homo sapiens), P51787;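 active = fluorescence ratio B-score, a plate-corrected score, at least three library SD, with initial intensity B-score within 5 SD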
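Schedule – 37 °C overnight plating, 90-min dark dye load, 20-min compound pretreatment · System – stable KCNQ1 CHO-K1 line · Probe or stimulus – thallium- and potassium-containing depolarizing buffer · Measured by – kinetic FluxOR fluorescence, 10 s baseline plus 110 s post-stimulus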
KCNK9 inh: KCNK9 potassium channel inhibitors, primary screen, HEK293 cells, thallium flux. B-score at 10 µM. 310,000 compounds, 1.2% hits. FluxOR thallium flux fluorescence; hits give low values. AID 488922, 2010;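 active = ratio B-score over 3 SD below the library mean, with starting fluorescence within 5 SD of its mean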;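 also: negative B-score means less thallium flux so channel inhibition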
TRPC4 act: activators of mouse TRPC4 channel, primary screen, Fluo4 calcium, HEK293 TRPC4beta/mu-opioid cells; Short transient receptor potential channel 4 (Mus musculus), Q9QUQ5; Fluo4 calcium fluorescence; hits give high values; B-score at 10 µM; 310,000 compounds, 0.49% hits;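 active = B-score above 5 SD of library B-scores, and initial fluorescence ratio not above library mean plus 5 SD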;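 also: positive B-score marks a calcium rise read as TRPC4 activation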
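Technique: kinetic Fluo4 calcium fluorescence; Test system: TRPC4beta and mu-opioid receptor HEK293 stable cells; Measure: B-scored integrated calcium fluorescence ratio; Benchmarks: low control buffer alone, high control maximal DAMGO; Schedule: 45 min room-temperature Fluo4 loading, 110 s read.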
KCNQ1 inh: inhibitors of human KCNQ1 channel, primary screen, cell-based, thallium flux, high-throughput | Potassium voltage-gated channel subfamily KQT member 1 (Homo sapiens), P51787 | CHO-K1 KCNQ1, FluxOR thallium flux fluorescence; hits give high values | B-score at 10 µM | 310,000 compounds, 1.3% hits | AID 2642, 2010;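 active = compounds whose thallium flux B-score, printed positive for inhibition, exceeds three library SD while starting fluorescence stays within three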;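 also: channel opened by potassium depolarization with thallium stimulus after 20 min compound exposure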
TRPC4 inh: inhibitors of mouse TRPC4 channel, primary screen, Fluo4 calcium, HEK293 TRPC4beta/mu-opioid cells. DAMGO-evoked Fluo4 calcium flux; hits give low values. B-score at 10 µM. 300,000 compounds, 0.39% hits. AID 2247, 2010;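 active = B-score over 3 SD under the library average, no early fluorescence shift, positive overall ratio signal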
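Assay system – HEK293 line stably carrying TRPC4beta and mu-opioid receptor · Doses – single dose · Detection – Fluo4 calcium-dye fluorescence, kinetic read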
DYRK1A inh: rat Dyrk1A kinase inhibitors, primary screen, biochemical, single point, plate reader; ADP-Glo luminescence, NFATc1 peptide; Dual specificity tyrosine-phosphorylation-regulated kinase 1A (Rattus norvegicus), Q63470; inhibition, % at 12.5 µM; 310,000 compounds, 0.43% hits; in the data active = inhibition above about 50%;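 also: plate controls were vehicle with enzyme for no effect and no enzyme for full effect; many of its hits are not listed in these tables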
Platelet DG rel: inhibitors of platelet dense granule secretion, primary screen, cell-based, MLPCN, human platelets; human platelet-rich plasma, SFLLRN dense granule ATP release, luminescence; inhibition, %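 (compounds screened at 7.5 µM in platelet-rich plasma)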; 300,000 compounds, 0.22% hits; AID 1663, 2009;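 active = mean replicate score, as percent of positive control, at or above 50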
* = called active by the depositor; i = inactive; . = no result given. These rows are one share of the data. The share of hits here may be higher or lower than overall.

cpd | mol | KCNQ1 act | hERG rescue | KCNK3 block | TRPC4 inh | TRPC4 PAM | TRPC4 act | KCNK9 inh | KCNQ1 inh | DYRK1A inh | Platelet DG rel | PolyA inh
1 | CSc1ncccc1C(=O)OCC(=O)Nc1ccc(S(=O)(=O)N2CCCC2)cc1 | i | -3 | i | i | i | i | i | i | 0 | 8 | i
2 | N=c1sccn1CC(=O)Nc1ccc(Cl)cc1[N+](=O)[O-] | i | -7 | i | i | i | i | i | i | 15 | 1 | i
3 | Cc1ccc(NCc2nc3ccccc3n2C)cc1C | i | -4 | i | i | i | i | i | i | -4 | 1 | i
4 | CC(=O)c1cccc(N(CC(=O)Nc2cc(C)cc(C)c2)S(C)(=O)=O)c1 | i | -9 | i | i | i | i | i | i | 4 | -2 | i
5 | CCC(C)C(=O)Nc1cc(C(=O)OC)cc(C(=O)OC)c1 (stereo not given) | i | -8 | i | i | i | i | i | i | 1 | 3 | i
6 | CCn1c(-c2csc3c2CCC(C)C3)n[nH]c1=S (stereo not given) | i | -4 | i | i | i | i | i | i | -6 | -12 | i
7 | CCc1ccc(NC(=O)CN2C(=O)CC(C)S(=O)(=O)c3ccccc32)cc1 (stereo not given) | i | -9 | i | i | i | i | i | i | 8 | -1 | i
8 | CC(C)CNC(=O)COC(=O)c1ccc2c(c1)C(=O)N(Cc1ccco1)C2=O | i | -6 | i | i | i | i | i | i | -4 | 18 | i
9 | COc1ccc(NC(=O)COn2nnc3ccc(Cl)cc32)cc1OC | i | -10 | i | i | i | i | i | i | 2 | 6 | i
10 | CC(O)CNc1nc2c(c(=O)n(C)c(=O)n2C)n1Cc1cccc(C(F)(F)F)c1 (stereo not given) | i | -9 | i | i | i | i | i | i | -3 | -8 | i
11 | O=C(NC1CCCCCCC1)c1cc(F)c(F)cc1Cl | i | -1 | i | i | i | i | i | i | 6 | -2 | i
12 | Cc1c(NC(=O)Nc2ccc(Cl)cc2Cl)c(=O)n(-c2ccccc2)n1C | i | -6 | i | i | i | i | i | i | -6 | 2 | i
13 | CCOc1ccc(N(CC(=O)Nc2c(C)n(C)n(-c3ccccc3)c2=O)S(=O)(=O)c2ccccc2)cc1 | i | -8 | i | i | i | i | i | i | -1 | -1 | i
14 | CCOC(=O)N/N=C1\CC(C)CC(C)(C)C1 (stereo not given) | i | -8 | i | i | i | i | i | i | 9 | -5 | i
15 | O=C(COc1ccc([N+](=O)[O-])cc1)Nc1ccc2[nH]c(=O)[nH]c2c1 | i | -17 | i | i | i | i | i | i | 19 | 2 | i
16 | CCOC(=O)N1CCN(C(=O)C2CCN(S(=O)(=O)c3ccccc3)CC2)CC1 | i | -3 | i | i | i | i | i | i | 3 | -11 | i
17 | COC(=O)[C@@H]1C[C@@]2(O)[C@@H](O)[C@@H](O)[C@@H](O)C[C@H]2N1Cc1ccc(C)s1 | i | -8 | i | i | i | i | i | i | 4 | -4 | i
18 | COc1cccc(CNCC2CCCO2)c1 (stereo not given) | i | -6 | i | i | i | i | i | i | -2 | -6 | i
19 | Cc1ccc(C(=O)CSc2nnc(-c3cccs3)n2C)o1 | i | -9 | i | i | i | i | i | i | -3 | -19 | .
20 | Cc1ccc(NC(=O)CCC(=O)OC(C)C(=O)c2ccccc2)cc1 (stereo not given) | i | -4 | i | i | i | i | i | i | 0 | -18 | i
21 | CCOC(=O)C(C)Sc1nc(-c2ccco2)cc(C(F)(F)F)c1C#N (stereo not given) | i | -28 | -12* | i | i | i | -16* | i | -4 | 2 | i
22 | COc1ccc(NC(=O)CN(c2ccccc2)S(=O)(=O)N(C)C)cc1OC | i | -2 | i | i | i | i | i | i | . | -4 | i
23 | C=CCn1c(C(CC(C)C)CC(C)O)n[nH]c1=S (stereo not given) | i | -3 | i | i | i | i | i | i | 0 | -2 | i
24 | Cc1ccc(-n2nc3c(c2NC(=O)CC(C)C)CS(=O)(=O)C3)cc1 | i | -9 | i | i | i | i | i | i | 1 | 0 | i
25 | COc1cccc(N/C(SC)=C(/C#N)C(=O)NCc2cccs2)c1 | i | -13 | i | i | i | i | i | i | 12 | -5 | i
26 | O=C(NCc1ccc(Cl)cc1)C1CCCN1C(=O)Nc1ccccc1 (stereo not given) | i | -4 | i | i | i | i | i | i | -1 | -1 | i
27 | Cc1cc(C)cc(C(=O)OCC(=O)NCC(F)(F)F)c1 | i | -2 | i | i | i | i | i | i | 4 | -3 | i
28 | Cc1c(NC2=NC3(CCCCC3)Cc3ccccc32)c(=O)n(-c2ccccc2)n1C | i | -5 | i | i | i | i | i | i | -1 | -2 | i
29 | Clc1ccc(CSc2cc3c(nn2)-c2ccccc2CC3)cc1Cl | i | -10 | i | i | i | i | i | i | . | 3 | i
30 | Cc1ccc(-n2c(SCC(=O)N(C)C3CCS(=O)(=O)C3)nc3ccccc3c2=O)cc1 (stereo not given) | i | -12 | i | i | i | i | i | i | -2 | 3 | i

2 entries from above in a different format:
(5) CCC(C)C(=O)Nc1cc(C(=O)OC)cc(C(=O)OC)c1 (stereo not given)
  KCNQ1 act: i | hERG rescue: -8 | KCNK3 block: i | TRPC4 inh: i | TRPC4 PAM: i | TRPC4 act: i | KCNK9 inh: i | KCNQ1 inh: i | DYRK1A inh: 1 | Platelet DG rel: 3 | PolyA inh: i

(8) CC(C)CNC(=O)COC(=O)c1ccc2c(c1)C(=O)N(Cc1ccco1)C2=O
  KCNQ1 act: i | hERG rescue: -6 | KCNK3 block: i | TRPC4 inh: i | TRPC4 PAM: i | TRPC4 act: i | KCNK9 inh: i | KCNQ1 inh: i | DYRK1A inh: -4 | Platelet DG rel: 18 | PolyA inh: i

Entries of single compounds, looked up by structure. Screens in order: KCNQ1 act, hERG rescue, KCNK3 block, TRPC4 inh, TRPC4 PAM, TRPC4 act, KCNK9 inh, KCNQ1 inh, DYRK1A inh, Platelet DG rel, PolyA inh
O=C(NC1CCCCCCC1)c1cc(F)c(F)cc1Cl as listed: i, -1, i, i, i, i, i, i, 6, -2, i
C=CCn1c(C(CC(C)C)CC(C)O)n[nH]c1=S (stereo not given) as listed: i, -3, i, i, i, i, i, i, 0, -2, i
CCOc1ccc(N(CC(=O)Nc2c(C)n(C)n(-c3ccccc3)c2=O)S(=O)(=O)c2ccccc2)cc1 as listed: i, -8, i, i, i, i, i, i, -1, -1, i
COc1ccc(NC(=O)COn2nnc3ccc(Cl)cc32)cc1OC as listed: i, -10, i, i, i, i, i, i, 2, 6, i
Cc1c(NC(=O)Nc2ccc(Cl)cc2Cl)c(=O)n(-c2ccccc2)n1C as listed: i, -6, i, i, i, i, i, i, -6, 2, i

Other records.
cpd | mol | KCNQ1 act | hERG rescue | KCNK3 block | TRPC4 inh | TRPC4 PAM | TRPC4 act | KCNK9 inh | KCNQ1 inh | DYRK1A inh | Platelet DG rel | PolyA inh
31 | CCN(C(=S)NC(=O)c1ccccc1Br)C1CCCCC1 | 36* | 57* | i | i | i | i | i | i | 1 | -26 | i
32 | COC(=O)c1c(NC(C)=O)sc(C(=O)Nc2ccccc2)c1C | i | -18 | i | i | i | i | i | i | -2 | 2 | i
33 | Cc1ccc(-n2c(=O)c3sccc3n(Cc3cc(=O)n4cc(Cl)ccc4n3)c2=O)cc1F | i | -7 | i | i | i | i | i | i | 4 | 3 | i
34 | Fc1ccc(NC(=S)N2CCCC2)cc1 | i | -3 | i | i | i | i | i | i | 6 | 0 | i
35 | C=CCN(Cc1nc(-c2ccc(OC)cc2)no1)C(=O)c1ccc2c(c1)OCO2 | i | -10 | i | i | i | i | i | i | -4 | 3 | i
36 | Cc1ccc(NS(=O)(=O)c2ccc(CCC(=O)NCCCOC(C)C)cc2)cc1 | i | -4 | i | i | i | i | i | i | . | 2 | i
37 | C=CCn1c(C(C)NC(=O)c2ccccc2C)n[nH]c1=S (stereo not given) | i | -9 | i | i | i | i | i | i | -3 | 0 | i
38 | O=C1N(Cc2cccnc2)C[C@@H]2C[C@@H](c3ccc4nsnc4c3)N3CCC[C@@]123 | i | -3 | i | i | i | i | i | i | 2 | -6 | i
39 | Cc1ccc(S(=O)(=O)NNC(=O)C2CC=CCC2C(=O)O)cc1 (stereo not given) | i | -3 | i | i | i | i | i | i | 0 | -8 | i
40 | COC(=O)C1=C(C)N(Cc2ccccc2)C(=O)N[C@H]1CCc1ccccc1 | i | 3 | i | i | i | i | i | i | 6 | 3 | i
41 | O=C(NCC(=O)N(CCc1ccccc1)C(C(=O)NC1CCCCC1)c1ccncc1)c1ccco1 (stereo not given) | i | -3 | i | i | i | i | i | i | 5 | -3 | i
42 | CC(=O)Nc1cccc(/C(C)=N/NC(=O)c2ccc(CN3CCOCC3)cc2)c1 | i | -2 | i | i | i | i | i | i | 1 | 1 | i
43 | O=S(=O)(NC1CCCC1)c1ccc(S(=O)(=O)N2CCN(c3ccccc3)CC2)cc1 | i | -6 | i | i | i | i | i | i | 0 | -3 | i
44 | CCOC(=O)N1CCN(C(=O)Cc2ccccc2OC)CC1 | i | -11 | i | i | i | i | i | i | 4 | -1 | i
45 | O=S(=O)(c1ccccc1)c1nc(Nc2ccccc2N2CCOCC2)sc1Cl | i | -13 | i | i | i | i | i | i | 5 | 12 | i
46 | COc1ccc(C(NC(=O)N2CC(C)OC(C)C2)C(Cl)(Cl)Cl)cc1F (stereo not given) | i | -4 | i | i | i | i | i | i | 1 | -11 | i
47 | CC1CC(=O)Nc2ccccc2N1S(=O)(=O)c1ccccc1 (stereo not given) | i | -16 | i | i | i | i | i | i | 6 | -5 | i
48 | Cc1ccccc1-n1nc2c(c1NC(=O)c1ccc(S(=O)(=O)N(C)C)cc1)CSC2 | i | 1 | i | i | i | i | i | i | . | 11 | i
49 | COCCCNC(=O)C1CCCN(S(=O)(=O)c2cccc3nsnc23)C1 (stereo not given) | i | -7 | i | i | i | i | i | i | -3 | -5 | i
